TcdB GH inh – blocks C. difficile toxin B glycohydrolase activity | P18177 | TcdB glycohydrolase enzymatic assay, plate reader | inhibition, % at 9.99 µM | hit rate 0.24% among 350,000 | AID 652162; in the data active = inhibition above about 10%
BoNT F protease – BoNT F light chain protease inhibition; inhibition, % at 10 µM; Multiplex microsphere protease cleavage assay, flow cytometry; AID 588497; hit rate 0.22% among 360,000; in the data active = inhibition above about 35%, passing the limit was not always enough; also: plate controls were buffer without enzyme for full effect and enzyme alone for no effect
CCHF vOTU inh – CCHFV vOTU protease inhibition | inhibition, % at 11.5 µM | hit rate 0.55% among 370,000 | Pep-AMC fluorescence; in the data active = inhibition above about 30%; also: 0% = vehicle wells with enzyme and 100% = no enzyme wells
PfHsp40 yeast – rescue of PfHsp40-mediated yeast toxicity; S. cerevisiae expressing PfHsp40, growth rescue, ATP luminescence; growth rescue, % at 12.5 µM; hit rate 0.68% among 340,000; AID 504582; in the data active = growth rescue above about 28%, passing the limit was not always enough;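 also: yeast W303a lacking pdr1 and pdr3 grown in galactose medium; growth measured after three days at 30 °C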
PrPC TRFRET – reduces human prion protein on the cell surface. inhibition, % at 13.8 µM. AID 720596. hit rate 0.43% among 370,000. P04156. cell surface PrPC, TR-FRET read-out; in the data active = inhibition above about 24%; also: 0% = median of the test wells and 100% = reference compound wells
Y pestis TopoI – blocks Yersinia pestis topoisomerase I activity | Y. pestis Topo-I cleavage product accumulation, plate reader | activity, % at 10 µM | hit rate 0.064% among 360,000 | AID 504884; in the data active = activity above about 50%, passing the limit was not always enough; also: inactives centre near 2
FadD28 binding – M. tuberculosis FadD28 bisubstrate binding inhibition | FadD28 bisubstrate probe binding, fluorescence polarization | inhibition, % at 12.5 µM | hit rate 0.22% among 360,000 | AID 588549; in the data active = inhibition above about 8.5%, passing the limit was not always enough
BoNT-A LC inh2 – BoNT A light chain protease inhibition. hit rate 0.17% among 360,000. inhibition, % at 10 µM. multiplex microsphere protease substrate cleavage, flow cytometry; also: plate controls were buffer without enzyme for full effect and enzyme alone for no effect
Anthrax LF prot – inhibitors of Bacillus anthracis lethal factor protease | hit rate 0.12% among 360,000 | inhibition, % at 10 µM | AID 588501 | multiplex microsphere protease cleavage assay, LF; also: plate controls were buffer without enzyme for full effect and enzyme alone for no effect
Target sequence (P15917 whole entry, looked up): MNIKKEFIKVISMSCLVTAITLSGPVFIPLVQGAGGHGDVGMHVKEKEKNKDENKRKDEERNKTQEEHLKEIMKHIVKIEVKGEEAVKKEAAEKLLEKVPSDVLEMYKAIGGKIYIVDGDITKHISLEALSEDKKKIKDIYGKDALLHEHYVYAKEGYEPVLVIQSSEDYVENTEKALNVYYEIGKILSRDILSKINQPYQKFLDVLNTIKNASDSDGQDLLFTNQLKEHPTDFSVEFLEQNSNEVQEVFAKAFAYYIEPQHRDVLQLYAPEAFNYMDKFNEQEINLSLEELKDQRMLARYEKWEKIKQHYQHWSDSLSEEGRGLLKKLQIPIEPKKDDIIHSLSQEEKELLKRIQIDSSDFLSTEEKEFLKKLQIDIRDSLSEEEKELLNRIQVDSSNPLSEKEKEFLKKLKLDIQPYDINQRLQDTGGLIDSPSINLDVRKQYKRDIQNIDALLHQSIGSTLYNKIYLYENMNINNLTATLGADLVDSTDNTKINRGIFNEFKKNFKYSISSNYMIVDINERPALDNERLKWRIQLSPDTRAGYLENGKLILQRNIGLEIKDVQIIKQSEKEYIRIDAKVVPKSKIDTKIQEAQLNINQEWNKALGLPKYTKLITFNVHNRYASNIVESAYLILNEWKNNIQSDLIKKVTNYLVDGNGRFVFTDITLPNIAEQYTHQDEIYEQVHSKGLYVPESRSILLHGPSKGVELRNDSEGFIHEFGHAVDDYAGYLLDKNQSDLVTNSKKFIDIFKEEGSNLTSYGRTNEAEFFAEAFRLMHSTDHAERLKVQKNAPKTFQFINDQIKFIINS
Numbers without * were called inactive; & = joins results of further samples. Rule as the data show it, unless noted: active = inhibition above about 30%; inconclusive = no clear call, values can overlap the other calls; inactive = below that.

Screening O=C(NCCCN1CCOCC1)C(=O)N/N=C/c1ccc(F)cc1 returned TcdB GH inh -0.1, BoNT F protease 2.9, CCHF vOTU inh -3.9, PfHsp40 yeast -0.9, PrPC TRFRET 2.6, Y pestis TopoI 5.6, FadD28 binding -1.5, BoNT-A LC inh2 -0.5 and Anthrax LF prot -0.1.
Screening Cc1cccc(CN2CCOCCS2(=O)=O)c1 returned TcdB GH inh -0.1, BoNT F protease 1.7, CCHF vOTU inh 10.9, PfHsp40 yeast -1.0, PrPC TRFRET 0.7, Y pestis TopoI 2.1, FadD28 binding -0.7, BoNT-A LC inh2 0.4 and Anthrax LF prot -2.7.
For Cc1cccc(C(C(=O)NC2CCCC2)N(Cc2cccnc2)C(=O)c2csnn2)c1 (stereo not drawn) the results were TcdB GH inh 0.5, BoNT F protease -7.9, CCHF vOTU inh -6.3, PfHsp40 yeast -1.6, PrPC TRFRET 4.0, Y pestis TopoI 3.5, FadD28 binding -2.4, BoNT-A LC inh2 0.9 and Anthrax LF prot -11.1.
For CC1CCC/C(=C\Nc2ccccc2C(=O)O)C1=O (stereo not drawn) the results were BoNT F protease 4.3, CCHF vOTU inh -3.6, PfHsp40 yeast 1.7, PrPC TRFRET -2.4, Y pestis TopoI -9.5, FadD28 binding -2.7, BoNT-A LC inh2 0.2 and Anthrax LF prot -9.2.
Screening CC(=O)N1CCSc2ccc(S(=O)(=O)NCc3ccccc3)cc21 returned TcdB GH inh 1.2, BoNT F protease 9.5, CCHF vOTU inh 1.5, PfHsp40 yeast -1.0, PrPC TRFRET 0.6, Y pestis TopoI -0.5, FadD28 binding -0.2, BoNT-A LC inh2 -0.9 and Anthrax LF prot 0.1.
CCN(CC)S(=O)(=O)c1ccc(C(=O)Nc2cccc(C)c2)cc1 was read as BoNT F protease -8.9, CCHF vOTU inh -0.1, PfHsp40 yeast 2.9, PrPC TRFRET 8.0, Y pestis TopoI -1.1, FadD28 binding 0.6, BoNT-A LC inh2 -1.4 and Anthrax LF prot -1.3.
For Cc1ccc2[nH]c(=O)c(C3=NN(C(=O)CCC(=O)O)C(c4cccs4)C3)c(-c3ccccc3)c2c1 (stereo not drawn) the results were TcdB GH inh 2.9, BoNT F protease -9.5, CCHF vOTU inh -1.8, PfHsp40 yeast 0.6, PrPC TRFRET 3.4, Y pestis TopoI -6.0, FadD28 binding -2.3, BoNT-A LC inh2 -0.7 and Anthrax LF prot -1.5.
COc1cc2c(cc1OC)C(c1ccc([N+](=O)[O-])cc1)NCC2 (stereo not drawn) was read as TcdB GH inh 0.1, BoNT F protease -8.0, CCHF vOTU inh 13.7, PfHsp40 yeast -1.9, PrPC TRFRET -34.2, Y pestis TopoI 2.4, FadD28 binding -3.2, BoNT-A LC inh2 -2.9 and Anthrax LF prot -1.9.
For CCOC(=O)c1c(C)n(C)c2c1cc(OC(C)=O)c1ccccc12 the results were TcdB GH inh 0.9, BoNT F protease 3.3, CCHF vOTU inh -6.7, PfHsp40 yeast 1.0, PrPC TRFRET 2.9, Y pestis TopoI 2.2, FadD28 binding 0.3, BoNT-A LC inh2 -2.4 and Anthrax LF prot -1.1.
`CCC(=O)Nc1ccc(NC(=O)CSc2nc3cc4c(cc3cc2C)CCC4)cc1` gave BoNT F protease -1.8, CCHF vOTU inh -6.1, PfHsp40 yeast 0.4, PrPC TRFRET -6.6, Y pestis TopoI -5.8, FadD28 binding -3.4, BoNT-A LC inh2 0.4 and Anthrax LF prot 1.4.
For S=c1[nH]nc(Cc2cccc3ccccc23)o1 the results were TcdB GH inh 0.5, BoNT F protease -10.0, CCHF vOTU inh 8.4, PfHsp40 yeast 1.7, PrPC TRFRET -6.9, Y pestis TopoI 2.7, FadD28 binding -0.6, BoNT-A LC inh2 -1.3 and Anthrax LF prot -0.5.
For CC(C)=CC(=O)OCC(=O)Nc1cc([N+](=O)[O-])ccc1F the results were BoNT F protease -2.0, CCHF vOTU inh 12.9, PfHsp40 yeast 1.8, PrPC TRFRET -4.2, Y pestis TopoI -5.1, FadD28 binding -2.4, BoNT-A LC inh2 0.5 and Anthrax LF prot 0.6.
For CN(C)c1cc[n+](CC(=O)Nc2ccc(Cl)c([N+](=O)[O-])c2)cc1 the results were TcdB GH inh 1.1, BoNT F protease -13.6, CCHF vOTU inh -3.7, PfHsp40 yeast -0.3, PrPC TRFRET -10.7, Y pestis TopoI -5.3, FadD28 binding -3.6, BoNT-A LC inh2 0.7 and Anthrax LF prot -6.2.
C=CCn1c(SCC(=O)N2CCOCC2)nc2scc(-c3ccco3)c2c1=O was read as BoNT F protease 6.8, PfHsp40 yeast 0.6, Y pestis TopoI 24.1, FadD28 binding -1.5, BoNT-A LC inh2 3.1 and Anthrax LF prot -0.6.
`Cc1ccccc1S(=O)(=O)Cc1ccc(C(=O)NCCCN2CCN(C)CC2)o1` gave BoNT F protease -3.9, CCHF vOTU inh 6.7, PfHsp40 yeast -0.9, PrPC TRFRET 1.6, Y pestis TopoI -2.4, FadD28 binding 2.3, BoNT-A LC inh2 -2.3 and Anthrax LF prot -5.4.
Screening COc1ccccc1CNC(=O)C1CCCN(S(=O)(=O)c2ccc3c(c2)CC(C)N3C(C)=O)C1 (stereo not drawn) returned TcdB GH inh 0.6, CCHF vOTU inh -2.5, PfHsp40 yeast 0.6, PrPC TRFRET 12.5, Y pestis TopoI 21.0 and FadD28 binding -1.3.
`COc1ccc(C2C(=O)NN=C2C)cc1` (stereo not drawn) gave TcdB GH inh 0.6, BoNT F protease -6.4, CCHF vOTU inh -0.5, PfHsp40 yeast 1.2, PrPC TRFRET -0.9, Y pestis TopoI 3.5, FadD28 binding 0.2, BoNT-A LC inh2 -0.6 and Anthrax LF prot -10.2.
`C=CCNC1=C(Cl)C(=O)c2ccccc2C1=O` gave BoNT F protease -1.1, CCHF vOTU inh 67.5*, PfHsp40 yeast 0.4, PrPC TRFRET -38.7, Y pestis TopoI -3.3, FadD28 binding -0.4, BoNT-A LC inh2 1.6 and Anthrax LF prot -1.1.
Screening CSc1nnc([C@H](C)NC(=O)OC(C)(C)C)o1 returned BoNT F protease 1.2, CCHF vOTU inh 8.1, PfHsp40 yeast 0.2, PrPC TRFRET 8.2, Y pestis TopoI 4.3, FadD28 binding -0.7, BoNT-A LC inh2 0.0 and Anthrax LF prot -3.3.
For CCOc1ccc2nc(NC(=O)COC)sc2c1 the results were BoNT F protease 4.3, CCHF vOTU inh 1.1, PfHsp40 yeast 1.3, PrPC TRFRET 2.9, Y pestis TopoI 7.6, FadD28 binding 0.0, BoNT-A LC inh2 0.7 and Anthrax LF prot -5.1.
For Cc1ccc(S(=O)(=O)N2CCN(Cc3ccco3)CC2)cc1C the results were TcdB GH inh 0.9, BoNT F protease -1.8, CCHF vOTU inh 15.0, PfHsp40 yeast -0.5, PrPC TRFRET 2.4, Y pestis TopoI 13.4, FadD28 binding -3.6, BoNT-A LC inh2 0.1 and Anthrax LF prot -0.6.
Screening N#CC(C#N)=Cc1ccc(O)c(O)c1 returned TcdB GH inh 7.2, BoNT F protease -0.9, CCHF vOTU inh 7.2, PfHsp40 yeast 0.2, PrPC TRFRET 7.8, Y pestis TopoI -2.4, FadD28 binding 0.2, BoNT-A LC inh2 -0.6 and Anthrax LF prot -9.7.
`C[C@@H]1CN([C@H](C)CO)C(=O)CCCn2cc(nn2)CO[C@H]1CN(C)C(=O)Nc1ccc(-c2cccs2)cc1` gave TcdB GH inh 2.0&-9.6, BoNT F protease -5.3, CCHF vOTU inh 14.0, PrPC TRFRET -0.2, Y pestis TopoI 15.9, FadD28 binding 0.3, BoNT-A LC inh2 -0.3 and Anthrax LF prot -8.9.
For O=C1C2C3C=CC(CC3)C2C(=O)N1c1nccs1 (stereo not drawn) the results were TcdB GH inh -0.2, BoNT F protease -12.0, CCHF vOTU inh -22.1, PfHsp40 yeast -0.2, PrPC TRFRET -0.3, Y pestis TopoI 0.1, FadD28 binding -2.7, BoNT-A LC inh2 -1.0 and Anthrax LF prot -1.4.
For O=c1c2c3c(sc2nc2sc(CN4CCOCC4)cn12)CCCC3 the results were BoNT F protease -3.3, CCHF vOTU inh 7.3, PfHsp40 yeast -0.5, PrPC TRFRET -8.1, Y pestis TopoI 5.0, FadD28 binding -2.9, BoNT-A LC inh2 0.8 and Anthrax LF prot -4.4.
Screening COc1cccc(-n2nnc3c(=O)n(Cc4cccc(C)c4)cnc32)c1 returned TcdB GH inh 1.4, BoNT F protease -2.4, CCHF vOTU inh -1.9, PfHsp40 yeast -1.6, PrPC TRFRET 3.7, Y pestis TopoI 25.5, FadD28 binding -4.4, BoNT-A LC inh2 -0.1 and Anthrax LF prot -6.7.
`CCN(C(=O)c1ccc2c(=O)n3c(nc2c1)CCCCC3)c1ccccc1C` gave TcdB GH inh 1.0, BoNT F protease 3.3, CCHF vOTU inh 5.0, PfHsp40 yeast 0.6, PrPC TRFRET 6.9, Y pestis TopoI 17.7, FadD28 binding -1.3, BoNT-A LC inh2 0.1 and Anthrax LF prot 0.5.
`COc1ccc(-c2nc3n(c(=O)c2C#N)CCCS3)cc1` gave BoNT F protease -3.9, CCHF vOTU inh 8.3, PfHsp40 yeast -0.6, PrPC TRFRET -10.7, Y pestis TopoI -11.5, FadD28 binding -0.6, BoNT-A LC inh2 -0.6 and Anthrax LF prot -15.3.
Cc1cccc(/C=N/NC(=O)c2ccc(NC(=O)c3ccc(F)cc3)cc2)n1 was read as TcdB GH inh 0.4, BoNT F protease 15.4, CCHF vOTU inh -6.1, PfHsp40 yeast 0.8, PrPC TRFRET 7.3, Y pestis TopoI -5.9, FadD28 binding -6.0, BoNT-A LC inh2 -2.4 and Anthrax LF prot 4.6.
Screening Cc1ccc(-c2nn(CCC(=O)O)cc2CCC(=O)O)cc1 returned TcdB GH inh 0.9, BoNT F protease -0.5, CCHF vOTU inh -9.1, PfHsp40 yeast 0.7, PrPC TRFRET -3.4, Y pestis TopoI 2.7, FadD28 binding 0.6, BoNT-A LC inh2 -0.6 and Anthrax LF prot -0.6.
`Cc1nc(-c2cc(-c3ccc(Cl)cc3)no2)cs1` gave TcdB GH inh 1.0, BoNT F protease -6.7, CCHF vOTU inh 5.2, PfHsp40 yeast 1.3, PrPC TRFRET -3.0, Y pestis TopoI -2.6, FadD28 binding -4.8, BoNT-A LC inh2 -1.8 and Anthrax LF prot -0.3.
